LMPTP block – blocks human LMPTP phosphatase | recombinant LMPTP-A, OMFP fluorogenic substrate, fluorescence intensity | inhibition, % at 20 µM | AID 651560 | 360,000 tested, 0.22% active;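 active means compounds that cut the enzyme signal by at least half of the control window in the single-dose screen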;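 further: plate controls were DMSO wells with enzyme plus substrate for no effect and substrate without enzyme for full effect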
Target sequence (P24666 whole entry, looked up): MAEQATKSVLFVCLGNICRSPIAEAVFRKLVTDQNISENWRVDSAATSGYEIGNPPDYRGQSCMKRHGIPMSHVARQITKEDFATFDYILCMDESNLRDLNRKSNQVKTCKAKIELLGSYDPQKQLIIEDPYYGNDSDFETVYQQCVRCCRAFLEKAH
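Test system – LMPTP-A phosphatase enzyme · Quantity – 0.625 nM LMPTP-A final · Reagent – OMFP substrate, 400 µM final · Dosing – one test concentration per compound, 20 µM, with 3% DMSO overall · Timing – 50 min enzyme reaction at room temperature, protected from light · Detection – fluorescence intensity · Controls – substrate-only low control, DMSO enzyme-plus-substrate high control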
Tb MetRS inh – blocks T. brucei methionyl-tRNA synthetase activity; purified T. brucei MetRS, ATP depletion, Kinase-Glo luminescence; inhibition, % at 11.9 µM; 360,000 tested, 0.4% active;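 active means inhibition above a per-plate cutoff of the control wells' mean inhibition plus 3 SD, cut at about 5.5% in these data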;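 further: 0% = DMSO wells median and 100% = median of wells with control inhibitor compound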
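Assay system: T. brucei methionyl-tRNA synthetase, purified | Medium: HEPES buffer with MgCl2, KCl, DTT, spermine, BSA, pyrophosphatase | Compound: 11.9 µM single point | Incubation: 15 min enzyme-compound preincubation, 2 h reaction, 10 min detection, 25 °C | Measured by: Kinase-Glo luciferase luminescence reporting remaining unconsumed ATP | Measure: % inhibition normalized to control-well medians | Replication: Singlicate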
NadD block – inhibitors of Staphylococcus aureus NadD; purified NadD enzyme, colorimetric absorbance read-out; inhibition, % at 20 µM; 360,000 tested, 0.78% active; AID 602399; in the data active means inhibition above about 26%; further: some compounds past the cut are filed as inactive
MLLE-PAM2 inh – blocks PAM2 peptide binding to the PABP1 MLLE domain | P11940 | GST-MLLE / FITC-PAM2 fluorescence polarization | inhibition, % at 20 µM | 360,000 tested, 0.36% active | AID 588489; in the data active means inhibition above about 35%, passing the limit was not always enough;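 further: plate controls were DMSO wells with GST-MLLE for no effect and wells lacking GST-MLLE protein for full effect; some results filed as inactive read as strong as hits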
STEP inh – blocks human striatal-enriched tyrosine phosphatase; P54829; recombinant STEP, OMFP fluorogenic substrate, fluorescence; inhibition, % at 20 µM; 360,000 tested, 0.25% active; AID 588621;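 active means inhibition at 20 µM, scaled per plate between control wells, above about 37%, limit read from the data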;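 further: 0% = DMSO with enzyme and substrate and 100% = substrate only without enzyme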
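Material: STEP (striatal-enriched tyrosine phosphatase) enzyme, cell-free; Compound dosing: 20 µM single dose in 1% DMSO; Technique: fluorescence read at 480 nm ex / 540 nm em; Times: reaction 20 min, ambient temperature; Medium: 50 mM Bis-Tris pH 6.0 with 2.5 mM DTT and 0.005% Tween 20; Also added: OMFP at 25 µM.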
DNMT1 block – inhibitors of human DNMT1; DNMT1 molecular beacon, Hinp1I cleavage, fluorescence; inhibition (reported as % activation of signal), % at 10 µM; 360,000 tested, 0.83% active; AID 588458; in the data active means inhibition above about 50%
SUMO1 PPI mod – modulators of human SUMO1-mediated protein-protein interactions. SUMO1 binding to a labelled peptide, TR-FRET, 1 h. inhibition, % at 20 µM. 360,000 tested, 0.33% active. AID 602429; in the data active means inhibition above about 37%
CSN inh – inhibitors of human CSN-mediated cullin deneddylation. Q92905. Purified CSN, SCF-Nedd8-OG deneddylation, fluorescence polarization. inhibition, % at 12.5 µM. 360,000 tested, 0.38% active;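 active means pattern-corrected inhibition above about 35%, with an unprinted fluorescence ratio check between 0.5 and 1.5, limit read from the data, passing the limit was not always enough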;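 further: 0% = enzyme with substrate and 100% = substrate without enzyme; some results filed as inactive read as strong as hits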
Target sequence (Q92905 whole entry, looked up, one chain of several): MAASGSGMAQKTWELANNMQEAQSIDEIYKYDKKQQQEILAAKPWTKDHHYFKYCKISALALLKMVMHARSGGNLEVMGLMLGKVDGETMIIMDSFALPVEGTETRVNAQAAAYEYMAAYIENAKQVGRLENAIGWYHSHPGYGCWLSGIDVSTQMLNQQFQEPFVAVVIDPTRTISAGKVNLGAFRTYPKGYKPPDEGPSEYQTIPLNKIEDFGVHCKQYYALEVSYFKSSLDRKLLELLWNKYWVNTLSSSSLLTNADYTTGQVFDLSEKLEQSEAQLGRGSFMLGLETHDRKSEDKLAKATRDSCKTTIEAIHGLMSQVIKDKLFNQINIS
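Test system: Human Csn5 produced in HEK293T cells | Compound: 12.5 µM single point | Times: 90 min, room temperature | Signal: Fluorescence polarization readout | Read-out basis: % inhibition of substrate cleavage by Csn5 | Controls: no-enzyme wells high, enzyme-with-substrate wells low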
Rpn11 inh – inhibitors of human proteasome Rpn11 | O00487 | human 26S proteasome, Ub4-pepOG fluorescence polarization; 20S core pre-blocked with epoxomicin | calls only at 20 µM | 360,000 tested, 0.59% active | AID 588493;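 active means inhibition at 20 µM, scaled to each plate's controls, above about 33%, limit read from the data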
Target sequence (O00487 whole entry, looked up): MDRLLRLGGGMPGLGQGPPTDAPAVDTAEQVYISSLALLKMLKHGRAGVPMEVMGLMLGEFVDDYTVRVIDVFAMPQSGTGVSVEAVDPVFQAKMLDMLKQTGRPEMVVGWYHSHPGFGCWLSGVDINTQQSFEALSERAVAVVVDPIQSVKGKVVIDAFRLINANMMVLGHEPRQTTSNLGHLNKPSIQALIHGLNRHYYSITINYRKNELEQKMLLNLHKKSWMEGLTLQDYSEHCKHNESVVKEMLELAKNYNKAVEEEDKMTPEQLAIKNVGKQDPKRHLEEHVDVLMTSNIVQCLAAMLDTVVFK
Scp1 inh – inhibitors of human Scp-1 phosphatase | Q9GZU7 | Recombinant Scp1, phosphopeptide, malachite green phosphate absorbance | inhibition, % at 20 µM | 340,000 tested, 0.88% active;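 active means inhibition above about 50% at 20 µM, limit read from the data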;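 further: plate controls were DMSO wells with enzyme for no effect and wells lacking enzyme for full effect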
Target sequence (Q9GZU7 76-261 limits assumed): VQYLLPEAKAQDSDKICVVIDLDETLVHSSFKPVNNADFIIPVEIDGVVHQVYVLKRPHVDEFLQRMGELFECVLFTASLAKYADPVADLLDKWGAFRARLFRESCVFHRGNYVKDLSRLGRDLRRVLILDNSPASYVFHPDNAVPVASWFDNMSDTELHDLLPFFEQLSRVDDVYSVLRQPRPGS
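Test system: SCP-1 phosphatase catalytic domain, residues 76-261; measured by: colorimetric phosphate reagent with accelerator and stabiliser, absorbance at 630 nm; timing: enzyme reaction 45 min at room temperature, colour 5 min, stabilisation 30 min; also added: Phosphorylated 17-residue peptide substrate; compound dosing: one concentration, 20 µM, with 1.0% DMSO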
Active calls of the source: *; i = inactive; nt = not tested or not shown; + = active, no number. Compounds were not picked by outcome, and some 3.6% of all compounds hit somewhere here.

SMILES	LMPTP block	Tb MetRS inh	NadD block	MLLE-PAM2 inh	STEP inh	DNMT1 block	SUMO1 PPI mod	CSN inh	Rpn11 inh	Scp1 inh
COCCNC(=O)c1ccc(-n2c(SCc3cc(F)ccc3F)nc3ccccc3c2=O)cc1	-1.4	-0.9	-9.1	6.8	0.2	27.1	-2.2	1.7	i	0.0
O=C(OCc1c(Cl)cccc1Cl)c1ccccn1	-0.3	-0.1	-0.7	0.6	3.0	0.2	1.4	2.8	i	5.6
COc1cc(/C=N/NC(=S)NC2CC3CCC2C3)ccc1O (stereo not given)	2.5	-0.2	3.6	-7.0	-0.2	-3.7	0.4	3.4	i	-13.6
CN1C(=O)CSc2ccc(NC(=O)NCc3ccc(F)cc3)cc21	-0.6	0.0	-0.1	0.2	-2.0	-9.3	2.6	-7.6	i	0.7
COc1ccc(-c2csc(NC(=O)CSCC(=O)Nc3cc(C)on3)n2)cc1OC	-0.2	-0.2	0.4	10.2	3.7	0.9	10.2	-1.8	i	1.3
COC(=O)c1cc(C)sc1NC(=O)C1CC=CCC1C(=O)O (stereo not given)	-1.8	-0.3	-0.1	3.5	-1.2	2.3	-0.6	-1.1	i	-4.1
C(=C\c1ccccc1)/CN1CCN(C(c2nnnn2C2CCCC2)C2CC2)CC1 (stereo not given)	-0.2	0.1	-3.1	12.8	2.0	-4.6	2.2	-0.7	i	nt
COC(=O)C(NC(=O)c1ccccc1)(Nc1cc(C)cc(C)n1)C(F)(F)F (stereo not given)	0.3	0.4	-3.9	0.0	-0.3	-4.0	1.4	1.8	i	-4.8
O=C1c2ccccc2-c2cccc(NS(=O)(=O)c3ccc(C(F)(F)F)cc3)c21	1.4	-0.2	-6.4	-32.9	4.0	-0.4	-6.5	34.8	nt	-10.2
COc1ccc(CCNC(=O)c2sc3nc4n(c(=O)c3c2C)CCC4)cc1	-0.4	-0.4	-4.4	-9.5	-3.0	2.2	4.8	-5.1	i	-2.0
Cc1ccc(NC(=O)c2c(Cl)n(C)c3ccccc23)cc1	-0.1	-0.7	-9.1	13.1	-0.9	-2.6	0.6	-0.3	i	0.6
c1ccc2c(c1)ncn2Cc1nnc2sc(-c3ccncc3)nn12	-0.8	-0.3	2.1	29.4	3.3	4.1	3.3	0.8	i	-3.5
C=C[C@]12CC[C@H](OC(C)=O)CC1=CCC1C2CC[C@@]2(C)C1CCC21OCCO1 (stereo not given in full)	1.2	-0.3	4.5	-5.8	10.8	8.0	4.9	-1.7	i	-12.4
Cc1ccc(/C=C/C(=O)Nc2ccc(S(=O)(=O)Nc3ncccn3)cc2)cc1	1.5	-0.5	1.4	5.7	-2.5	8.2	-3.5	-7.4	i	2.6
Cc1cc(C)nc(NC(=O)Nc2ccc3c(c2)OCO3)c1	-2.4	-0.6	-2.1	10.7	-1.1	7.1	0.0	-0.2	i	0.3
Cc1ccc(N2CC(C(=O)N3CCN(C(=O)c4ccco4)CC3)CC2=O)cc1 (stereo not given)	-0.1	-0.9	-5.1	15.0	1.2	-0.2	5.1	0.9	i	0.4
CC1CCCCC1NC(=O)CN1CCN(Cc2ccccc2Cl)C1=O (stereo not given)	-1.2	-1.0	0.8	14.3	0.7	0.5	-1.5	-0.9	i	-8.0
CCOc1ccccc1NC(=O)CN(c1ccc(C)cc1)S(=O)(=O)c1c(C)noc1C	4.1	-0.5	-8.5	0.8	-0.7	-0.6	-2.9	0.4	i	-14.6
Cn1c(CCNC(=O)c2ccco2)nc2cc(NC(=O)c3ccco3)ccc21	-1.4	-0.6	-2.0	5.0	-2.4	-2.2	3.2	-4.7	i	-2.0
CC1(c2nnnn2Cc2ccccc2)CCC(=O)N1CC1CCCCC1 (stereo not given)	-0.9	-0.6	-2.7	nt	nt	nt	10.9	-3.5	nt	nt
CC(=O)C[C@@H](O)CC(=O)[C@@H]1OC(=O)CCCCC/C=C/Cc2ccccc21	-2.0	-0.3	-4.0	8.5	-1.1	-0.7	3.9	-3.5	i	0.8
N#C/C(=C\c1ccc(O)c(Br)c1)C(=O)NCc1ccccc1	-3.3	0.0	-2.0	-6.8	1.7	-1.1	-14.1	-2.1	i	-2.5
O=C(NCC(=O)N1CCN(C(=O)c2ccco2)CC1)c1cccc(Cl)c1	-0.9	-0.7	-0.2	0.8	-3.2	0.6	1.8	-5.1	i	-4.9
COc1ccc(-c2ocnc2C(=O)NCc2nn(-c3ccccc3)nc2C)cc1	2.6	-0.9	-10.2	-32.9	2.6	-7.0	0.6	-3.8	i	-13.6
CCC1(c2ccc(F)cc2)NC(=O)N(CC(=O)Nc2ccc(-c3nc4ccc(C)cc4s3)cc2)C1=O (stereo not given)	1.1	0.2	22.1	-11.0	-0.1	-8.0	1.1	0.2	+	-30.4

In a second layout: entries from further up.
structure,LMPTP block,Tb MetRS inh,NadD block,MLLE-PAM2 inh,STEP inh,DNMT1 block,SUMO1 PPI mod,CSN inh,Rpn11 inh,Scp1 inh
CC1(c2nnnn2Cc2ccccc2)CCC(=O)N1CC1CCCCC1 (stereo not given),-0.9,-0.6,-2.7,nt,nt,nt,10.9,-3.5,nt,nt
COc1ccc(-c2csc(NC(=O)CSCC(=O)Nc3cc(C)on3)n2)cc1OC,-0.2,-0.2,0.4,10.2,3.7,0.9,10.2,-1.8,i,1.3
c1ccc2c(c1)ncn2Cc1nnc2sc(-c3ccncc3)nn12,-0.8,-0.3,2.1,29.4,3.3,4.1,3.3,0.8,i,-3.5
Cc1ccc(/C=C/C(=O)Nc2ccc(S(=O)(=O)Nc3ncccn3)cc2)cc1,1.5,-0.5,1.4,5.7,-2.5,8.2,-3.5,-7.4,i,2.6
COc1cc(/C=N/NC(=S)NC2CC3CCC2C3)ccc1O (stereo not given),2.5,-0.2,3.6,-7.0,-0.2,-3.7,0.4,3.4,i,-13.6

Going on with the list.
SMILES	LMPTP block	Tb MetRS inh	NadD block	MLLE-PAM2 inh	STEP inh	DNMT1 block	SUMO1 PPI mod	CSN inh	Rpn11 inh	Scp1 inh
Cc1cccc(NC(=O)C[n+]2cccc(C)c2)c1	-2.8	-0.5	0.0	2.4	0.5	2.1	2.4	-0.9	i	-10.2
Cc1noc(C)c1COc1ccc(C(=O)OCC(=O)Nc2cccc(S(=O)(=O)N3CCOCC3)c2)cc1	0.7	0.5	-9.2	-12.6	-5.0	-8.3	-1.2	1.2	i	-16.9
COCCN(C(=O)CCC(=O)Nc1nccs1)C(C(=O)NC(C)(C)C)c1ccc(F)cc1 (stereo not given)	0.0	0.6	-7.9	-0.4	-7.5	0.3	2.7	-2.2	i	-8.5
Cc1ccc(Nc2nc3ccccc3n3nnnc23)cc1	1.6	1.1	-8.3	18.4	-2.0	-0.8	-1.9	7.0	i	5.8
O=C(Nc1cccc(Cl)c1)c1cnn2cccnc12	0.6	-0.7	0.4	3.6	-3.6	-1.9	1.2	-0.1	i	-5.3
CCN(CC(=O)Nc1cc(Cl)ccc1C)C(=O)c1cc(S(=O)(=O)N2CCCCCC2)ccc1OC	0.4	-0.6	-4.8	-16.0	0.1	0.2	-1.9	1.0	i	-1.2
COc1cc(C2SCC(=O)N2CCCN(C)C)cc(OC)c1OC (stereo not given)	-4.4	-1.1	-0.6	10.9	0.2	2.6	0.1	-3.8	i	-3.3
CCc1cccc(NC(=O)c2cc(S(=O)(=O)N(C)C)ccc2N2CCCC2)c1	0.5	-0.2	-0.9	11.3	-1.7	-0.5	-0.5	-1.8	i	-8.9
COc1ccc(C)cc1Nc1cc(C)nc2ncnn12	0.9	5.1	1.1	-4.7	1.3	1.1	3.5	0.5	i	-1.2
COc1ccc(-c2nc3ccccc3nc2-c2ccc(OC)c(OC)c2)cc1OC	0.5	0.0	-3.6	3.6	-0.6	-1.1	-29.8	7.3	i	-6.5
CC(C)c1ccc(N(C(=O)CNC(=O)c2ccco2)C(C(=O)NC2CCCC2)c2ccncc2)cc1 (stereo not given)	0.0	-0.1	3.0	-10.8	-1.9	0.1	-0.1	0.8	i	-3.0
Cc1ccc2cc(COC(=O)C3CCCO3)c(=O)[nH]c2c1 (stereo not given)	1.1	0.6	0.1	-5.9	5.4	1.3	3.4	-1.3	i	-1.9
COc1ccc2[nH]c3c(c2c1)CCN1C(=O)C(CC(=O)NCc2ccco2)C[C@H](C(=O)N2CCCCC2)[C@@]31CCc1ccccc1 (stereo not given in full)	2.4	-0.8	4.2	0.8	1.4	-12.8	1.4	1.3	i	6.5
Cc1ccc(C2(c3noc(CN(C)Cc4ccccn4)n3)CCCC2)cc1	-1.4	-0.5	-1.9	-9.0	-5.3	0.0	0.3	-0.8	i	-6.5
Cc1ccc2oc(C(=O)NCC3CCOCC3)c(C)c2c1	-1.4	0.0	2.3	-1.1	-1.9	-1.3	4.6	0.4	i	1.0
O=C(N/N=C/c1cccnc1)c1cccc(NC(=O)c2ccccc2Cl)c1	-0.6	-0.1	-7.8	-8.3	-1.5	1.7	-12.9	1.9	i	-5.2
O=C(Cc1n[nH]c(=O)[nH]c1=O)N/N=C/c1cccc(O)c1	-1.4	-0.4	1.0	-1.5	0.8	1.6	-0.3	-8.4	i	-0.7
COc1ccc(S(=O)(=O)N2CCOC2CNC(=O)C(=O)NCCCN(C)C)cc1C (stereo not given)	-8.8	-0.2	-3.7	-2.4	-4.9	-12.0	-71.7	0.9	i	-7.1
O=C1c2ccccc2C(=O)N1CN(C(=O)c1ccccc1)c1ccc(O)cc1	-0.8	-0.8	-3.2	14.9	-0.1	2.6	-12.7	8.1	i	-2.8
Cc1ccc(NS(=O)(=O)c2cccc(C(=O)NCCc3c[nH]c4ccccc34)c2)c(C)c1	1.6	-0.2	-3.3	4.0	1.0	1.7	2.4	0.2	i	-17.6
CN(CC(=O)Nc1cccc(F)c1)CC(=O)N(C)CC(=O)Nc1ccccc1Br	-3.2	0.0	-2.5	5.2	-1.8	3.3	4.1	-1.9	i	-6.8
CC1CCCC(C)N1CCNC(=O)CCn1nc(-c2ccccc2)ccc1=O (stereo not given)	2.7	-0.3	-4.0	-4.9	-3.8	-1.1	-5.3	-3.8	i	-2.6
CCOC(=O)c1c(C)[nH]c(C)c1S(=O)(=O)N1CCN(C(=O)c2ccco2)CC1	0.2	0.1	-0.1	9.1	0.9	-3.1	0.7	-2.0	i	-11.3

Bioassay records (PubChem)
